NR5A2 inv ag: inverse agonists of human LRH-1 (NR5A2) | 360,000 tested, 0.13% active | O00482 | HEK293T StAR-luciferase reporter, LRH-1 transfected, 24 h | inhibition, % at 3.6 µM;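 active = inhibition above the mean inhibition of all tested compounds plus 3 SD, cut at about 73% in these data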;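 also: 0% = DMSO wells and 100% = reporter-only cells lacking LRH-1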
Target sequence (O00482 whole entry, looked up): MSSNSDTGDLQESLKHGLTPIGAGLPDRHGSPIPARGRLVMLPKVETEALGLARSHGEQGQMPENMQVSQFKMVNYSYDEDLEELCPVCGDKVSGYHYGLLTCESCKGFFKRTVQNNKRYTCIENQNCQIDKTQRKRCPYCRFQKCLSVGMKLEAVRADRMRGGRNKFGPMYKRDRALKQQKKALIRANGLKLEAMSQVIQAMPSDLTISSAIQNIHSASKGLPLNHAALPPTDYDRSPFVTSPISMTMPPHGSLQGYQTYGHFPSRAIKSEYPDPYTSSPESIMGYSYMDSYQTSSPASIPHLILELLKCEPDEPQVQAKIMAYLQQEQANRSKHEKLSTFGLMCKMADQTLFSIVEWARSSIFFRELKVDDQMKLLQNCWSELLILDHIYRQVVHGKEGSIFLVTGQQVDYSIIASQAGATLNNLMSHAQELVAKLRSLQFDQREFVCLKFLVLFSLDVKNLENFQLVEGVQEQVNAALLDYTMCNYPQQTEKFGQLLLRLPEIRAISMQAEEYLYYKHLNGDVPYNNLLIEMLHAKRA
TROY NFkB inh: blocks TROY-dependent signaling in reporter cells | 360,000 tested, 0.98% active | AID 1347056 | Q293 LMP1-TROYcd NF-kB luciferase reporter, 4 h | inhibition, % at 10 µM;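 active = compounds whose plate-normalised and pattern-corrected inhibition of the luciferase reporter signal at the single screening dose is 50% or more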
TLR9-MyD88 block: blocks human TLR9 binding to MyD88; CHO BLA complementation TLR9-MyD88, CCF4 FRET ratio; inhibition, % at 4.98 µM; 340,000 tested, 0.21% active; Q9NR96+Q99836;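 active = inhibition above the mean over all tested compounds plus 3 SD, cut at about 21% in these data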;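 also: 0% = DMSO only wells and 100% = clavulanate BLA inhibitor control wells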
TRAIL sens C8: sensitizes caspase-8 expressing cells to TRAIL; NB7+C8 cells + TRAIL, ATPlite viability luminescence; inhibition (viability loss, TRAIL sensitization), % at 10 µM; 360,000 tested, 1% active; AID 624354;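 active = compounds causing at least 50% loss of cell viability in the single-dose screen, relative to plate controls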
EBV LMP1 NFkB: inhibitors of Epstein-Barr LMP1-induced NF-kappaB reporter. LMP1-induced NF-kappaB luciferase reporter cells, luminescence. inhibition, % at 12.5 µM. 350,000 tested, 0.69% active. AID 504558; in the data active = inhibition above about 41%;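 also: 0% = neutral control wells and 100% = reference inhibitor control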
NCOA3 inh: inhibits human SRC3 coactivator | Q9Y6Q9 | HEK293 GAL4-SRC3 luciferase reporter, luminescence | inhibition, % at 3.6 µM | 360,000 tested, 0.17% active | AID 588352;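 active = inhibition above a per-campaign cutoff, the mean of all compounds plus 3 SD, cut at about 60% in these data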;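 also: 0% = DMSO-treated cells and 100% = gossypol-treated cells at 36 µM; higher means less SRC3-driven luciferase light from the GAL4 reporter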
SRC2 inh: inhibits human steroid receptor coactivator 2. Q15596. HEK293 GAL4-SRC2 luciferase reporter, luminescence. inhibition, % at 9 µM. 370,000 tested, 0.17% active;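 active = inhibition above the mean inhibition of all tested compounds plus 3 SD, set per campaign, cut at about 52% in these data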;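 also: 0% = DMSO treated cells and 100% = cells given Gossypol at 36 µM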
NOD2 RIPK2 PPI: blocks binding of human NOD2 to RIPK2; 360,000 tested, 0.38% active; inhibition, % at 4.98 µM; CHO BLA complementation NOD2-RIPK2, CCF4 ratio; AID 624267; O43353; in the data active = inhibition above about 21%;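 also: 0% = vehicle only and 100% = reference blocker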
SRC1 inh: inhibitors of human steroid receptor coactivator 1 (SRC1); AID 588354; 360,000 tested, 0.12% active; Q15788; inhibition, % at 3.6 µM; HEK293 GAL4-SRC1 luciferase reporter, luminescence;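 active = inhibition above the campaign mean plus 3 SD, with each screening campaign given its own cutoff, cut at about 60% in these data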;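 also: 0% = DMSO treated cells and 100% = gossypol at 36 µM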
COUP-TFII inh: blocks human COUP-TFII nuclear receptor; P24468; HEK293T NGFI-A luciferase reporter, luminescence; inhibition, % at 8.6 µM; 370,000 tested, 0.7% active; AID 686940;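 active = inhibition above a per-plate cutoff, mean inhibition of test wells between control levels plus 3 SD, cut at about 38% in these data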;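 also: cells cotransfected with COUP-TFII expression vector driving the NGFI-A reporter; 0% = median of COUP-TF2 test wells and 100% = reporter-only cells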
Target sequence (P24468 whole entry, looked up): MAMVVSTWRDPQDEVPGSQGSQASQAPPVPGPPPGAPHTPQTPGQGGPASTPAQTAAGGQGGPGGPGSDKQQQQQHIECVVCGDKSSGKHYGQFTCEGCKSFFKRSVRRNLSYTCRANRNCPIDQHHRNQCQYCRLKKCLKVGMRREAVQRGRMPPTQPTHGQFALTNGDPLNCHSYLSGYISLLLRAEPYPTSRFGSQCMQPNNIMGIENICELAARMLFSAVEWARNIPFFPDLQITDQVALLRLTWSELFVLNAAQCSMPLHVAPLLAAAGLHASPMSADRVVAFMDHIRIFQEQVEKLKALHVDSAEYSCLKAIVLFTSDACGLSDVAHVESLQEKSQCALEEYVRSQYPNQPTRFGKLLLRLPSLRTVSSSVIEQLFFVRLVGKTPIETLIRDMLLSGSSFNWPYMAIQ
Vif inh: HIV Vif inhibition; AID 602346; inhibition, % at 7.49 µM; HEK293T cells, Vif self-association by quenched fluorescence, imaging, 24 h; 340,000 tested, 0.35% active; in the data active = inhibition above about 50%, passing the limit was not always enough; also: some results filed as inactive read as strong as hits
Starred values were filed as active, the others as inactive; · = no result given. This is a subset. The share of hits here may be higher or lower than overall.

SMILES | NR5A2 inv ag | TROY NFkB inh | TLR9-MyD88 block | TRAIL sens C8 | EBV LMP1 NFkB | NCOA3 inh | SRC2 inh | NOD2 RIPK2 PPI | SRC1 inh | COUP-TFII inh | Vif inh
O=C(c1ccc(F)cc1)N1CCN(c2cnn(-c3ccccc3)c(=O)c2Cl)CC1 | 1.2 | -8.3 | -9.1 | 12.9 | 9.9 | 15.3 | -17.3 | 3.6 | -36.3 | 0.7 | -3.0
CN1C(=O)CS(=O)c2ccc(C(=O)NCCC3=CCCCC3)cc21 (stereo not drawn) | -17.2 | -1.8 | -12.3 | 10.6 | 1.8 | 2.3 | -16.2 | -11.9 | -5.2 | 33.2 | 0.3
Cc1cc([N+](=O)[O-])ccc1NCc1ccc2ccccc2c1 | 42.6 | -10.7 | 1.1 | 0.8 | -10.1 | 23.2 | 22.0 | -8.4 | -2.8 | -23.1 | -0.6
CC(C)CNC(=O)c1ccccc1NC(=O)CSCc1ccccc1 | 11.5 | -8.5 | -1.9 | -8.7 | 3.8 | 19.5 | -48.8 | -0.1 | -17.4 | -18.8 | -2.6
O=C(Nc1ccc2c(c1)CCC2)c1ccccc1F | -108.4 | -24.9 | -0.8 | 56.7* | -5.8 | -65.9 | -34.2 | -2.1 | -73.0 | -45.7 | -7.0
O=C(O)c1ccccc1OCc1ccccc1Cl | -1.8 | -17.6 | -1.9 | 6.9 | 3.0 | 13.6 | 2.2 | -4.2 | 14.5 | 7.6 | 4.8
Cc1c(Br)cccc1NC(=O)C1(C)CCN1Cc1ccccc1OC(F)F (stereo not drawn) | 16.3 | 17.7 | · | 7.1 | · | 13.9 | -16.9 | -3.3 | 11.9 | 13.6 | 0.8
Cc1ccc(CN(C)C(=O)c2cccc(S(=O)(=O)N3CCCC3)c2)o1 | 2.1 | 4.2 | 3.2 | -25.7 | -27.3 | -7.8 | -29.3 | 3.9 | 9.9 | 18.1 | -8.4
O=C(CCCOc1ccccc1)Nc1cccc(S(=O)(=O)N2CCCCCC2)c1 | -48.1 | 14.3 | 0.4 | 4.7 | -3.4 | -2.2 | -37.8 | -26.0 | -12.5 | -8.0 | -7.3
CC(=O)N(c1nc(/C=C\C(=O)O)cs1)c1ccccc1F | 19.6 | 12.7 | 0.9 | -0.7 | -9.4 | 13.2 | 8.3 | -6.7 | -3.0 | -21.5 | 6.4
COc1ccccc1/C=C1\C(=O)Nc2ccccc21 | 1.2 | 2.3 | 5.3 | -2.0 | -6.4 | 3.1 | -9.7 | 2.6 | 6.8 | 16.5 | -3.3
CCOC(=O)CCCc1sc(N)nc1-c1[nH]c(=O)[nH]c1C | 8.2 | 13.6 | -7.9 | -4.9 | -38.6 | -23.0 | · | -3.8 | 19.2 | · | -3.5
CCOc1cc2c(cc1OC)C(c1cccc([N+](=O)[O-])c1)NCC2 (stereo not drawn) | -15.3 | -15.2 | 0.1 | 0.7 | -7.1 | 1.3 | 4.8 | -6.0 | 8.7 | -5.7 | -1.6
O=C(c1cc([N+](=O)[O-])[nH]n1)N1CCSCC1 | 4.4 | -1.3 | -10.3 | -9.5 | -0.1 | 18.2 | 1.4 | -4.7 | -0.2 | 11.9 | 15.6
COc1ccc(-c2occ(C(=O)O)c2C(=O)O)cc1 | 5.5 | -18.4 | -7.4 | -7.0 | -1.8 | -20.1 | 11.2 | -1.6 | -27.8 | -5.3 | -15.3
CCCS(=O)(=O)N1CCCC(C(=O)NCCN2CCC(Cc3ccccc3)CC2)C1 (stereo not drawn) | -8.5 | 5.4 | 4.8 | -10.2 | 12.9 | 8.9 | -1.2 | -2.9 | 1.7 | 20.2 | 2.3
COC1CCCN(Cc2nc(Cc3ccccc3F)no2)C1 (stereo not drawn) | -4.2 | 6.5 | 0.9 | 0.6 | -10.6 | 6.2 | -28.4 | -13.0 | -10.9 | 9.2 | 1.3
Cc1ccc(CN(C)C(=O)c2ccc(S(=O)(=O)N3CCCCCC3)cc2)o1 | -0.6 | 13.7 | -12.9 | -23.1 | 0.0 | 4.0 | 13.6 | -1.9 | -9.8 | 11.3 | -15.1
COc1ccc(-c2csc(C3=C(O)CN(C(C)C)C3=N)n2)cc1OC | -7.1 | -3.7 | -4.7 | 5.3 | -2.5 | -6.0 | -25.2 | -1.1 | 2.9 | -14.4 | 10.2
CC(C)CC(C(=O)Oc1ccc2c3c(c(=O)oc2c1)CCC3)N1C(=O)c2ccccc2C1=O (stereo not drawn) | 8.8 | -1.7 | 2.3 | 3.3 | -6.3 | 10.8 | -7.3 | 3.7 | -32.4 | -11.5 | 18.6
Cc1cc(/C=C2\SC(=Nc3ccc(N4CCOCC4)cc3)N(C)C2=O)c(C)n1-c1cccnc1 | -25.5 | -3.9 | -21.6 | 1.2 | -27.1 | -1.8 | -46.2 | -6.4 | -0.7 | -4.3 | 1.7
COc1ccc(/C(N)=N/OC(=O)c2ccco2)cc1 | -154.5 | 55.8* | 0.5 | 47.5 | 19.0 | -53.7 | -19.0 | -6.9 | -83.5 | -6.4 | 4.3
Cc1cnc(C(=O)N(CC(C)C)c2c(N)n(CC(C)C)c(=O)[nH]c2=O)cn1 | 8.6 | 3.4 | -15.7 | -26.9 | -2.0 | 5.3 | · | -1.4 | -3.7 | · | -5.3
COC(=O)c1ccccc1N=Nc1c(N)n[nH]c1N | -3.7 | -5.3 | -7.0 | 8.2 | -9.9 | 0.5 | -17.8 | -2.7 | -15.9 | -7.6 | 0.4
CN1CCN(CCCNC(=O)c2cc3c(=O)oc4ccccc4c3s2)CC1 | -9.3 | 5.0 | -4.4 | -6.8 | 0.2 | 5.8 | -6.5 | -5.3 | -8.9 | 3.1 | -3.3
Cc1cc(N2C(=O)C(O)=C(C(=O)c3ccc(C)o3)C2c2cccc(Oc3ccccc3)c2)no1 (stereo not drawn) | -2.3 | 5.8 | -1.4 | 4.3 | 6.6 | -15.1 | -11.8 | -5.6 | -20.5 | 2.3 | -13.6
Cc1nn(CC(=O)NCc2cccnc2)c(C)c1[N+](=O)[O-] | 12.3 | 17.1 | -14.5 | 5.5 | -2.2 | 11.5 | 4.1 | 3.4 | 0.4 | -9.6 | -10.7
O=C(c1ccc2c(c1)OCO2)N1CCC2(CC1)Oc1ccc(Cl)cc1C(=O)C21CC(c2ccccc2)=NO1 (stereo not drawn) | 20.4 | 5.4 | 0.8 | -8.8 | -5.6 | 2.1 | -8.5 | 1.5 | 5.4 | -10.9 | ·
COc1cccc(C(=O)c2ncc(C(F)(F)F)cc2Cl)c1 | -1.0 | -19.2 | -3.5 | 2.1 | 8.2 | 4.3 | -22.9 | -4.6 | 0.8 | -2.8 | 5.5
CC(C(=O)Nc1nc(-c2ccc(F)cc2)cs1)N1C(=O)C2CC=CCC2C1=O (stereo not drawn) | 0.5 | 38.7 | -4.2 | -5.7 | -6.8 | -3.0 | -12.5 | 1.1 | 3.7 | -11.3 | 3.3
CCN(CC)CCNCC(O)(c1ccc(Cl)cc1)c1ccc(Cl)cc1 | 5.0 | 6.3 | -13.9 | 0.5 | -8.5 | 10.3 | -11.8 | 1.5 | -17.1 | -17.1 | -2.2
CCCCN(CCCC)S(=O)(=O)c1ccc(OC)c2ncccc12 | 19.2 | 37.9 | -0.5 | 23.9 | 10.9 | 5.4 | -1.6 | 1.4 | 5.9 | 1.8 | ·
CC(C)CN(C(=O)CSc1nc2ccccc2c(=O)[nH]1)c1c(N)n(CC(C)C)c(=O)[nH]c1=O | -5.2 | -14.5 | 1.3 | -6.6 | 4.3 | 14.2 | 8.3 | 4.6 | -13.8 | 5.7 | 3.6
COc1ccc(C2C(C(=O)c3cccs3)=C(O)C(=O)N2Cc2cccnc2)cc1OC (stereo not drawn) | -19.4 | -15.3 | 9.2 | -2.5 | 3.8 | -17.0 | -16.8 | -2.7 | -19.5 | -4.5 | -3.1
COC(=O)c1ccc(C(=O)OC)c(NC(=O)COC(=O)C2CCC(C(C)(C)C)CC2)c1 (stereo not drawn) | 3.1 | 1.9 | 6.5 | -4.0 | 7.5 | -5.6 | -14.4 | 0.6 | -22.3 | -1.4 | -1.4
Cc1cccc(-c2sc(Nc3ccccc3)n[n+]2-c2ccccc2)c1 | -6.8 | -37.3 | -3.3 | 12.0 | -9.3 | -39.7 | -21.0 | -2.0 | -30.7 | -10.2 | ·
O=C(O)CC12CC3CC(C1)CC(n1ncc(NCc4ccco4)c(Cl)c1=O)(C3)C2 | -6.9 | -3.1 | 6.2 | -20.3 | -0.3 | -7.8 | 10.9 | 7.9 | -9.6 | 0.7 | -0.6
CC(C)(C)c1ccc(/C=N/NC(=O)CN2CCS(=O)(=O)CC2)cc1 | 12.6 | -4.8 | -0.7 | -9.3 | -4.4 | 9.0 | -29.6 | -9.6 | -4.8 | 19.1 | -2.2
CC1(C)Cc2nc(N3CCOCC3)c(C#N)cc2CO1 | 15.0 | 14.3 | 1.4 | -2.0 | 21.1 | -3.0 | -27.2 | 6.6 | -33.8 | 14.4 | -3.4
CSc1ncccc1C(=O)Nc1ccccc1N1CCOCC1 | -27.8 | -3.0 | -0.8 | -7.8 | 0.8 | -5.2 | 15.0 | 4.2 | -7.0 | 16.3 | -8.0
CC(NC(=O)c1ccccc1NC(=O)c1ccccc1)C(=O)N1CCOCC1 (stereo not drawn) | 14.2 | 3.6 | -8.4 | -2.9 | -3.1 | 9.3 | -9.0 | -0.1 | -0.8 | -4.9 | -3.3
CCOc1ccc(/C=C(/NC(=O)c2ccccc2Cl)C(=O)O)cc1 | 15.5 | 3.4 | 3.2 | -2.1 | 1.2 | 8.9 | -1.1 | -7.9 | -8.4 | 10.1 | -4.6
CC(=O)Nc1ccc(S(=O)(=O)N(C)CC(=O)N/N=C/c2cccs2)cc1 | -13.6 | 5.4 | -2.9 | -10.1 | -1.6 | -5.3 | -14.7 | 1.0 | 0.2 | -0.6 | 9.9
CC1CCCN(C(=O)CSc2nnc(-c3cccnc3)n2C2CCCCC2)C1 (stereo not drawn) | 5.8 | 0.8 | -1.5 | -7.2 | -6.6 | 11.2 | -10.7 | -5.0 | 3.0 | 9.5 | 0.1
CCSS(=O)(=O)c1cccc2cccnc12 | 26.8 | -8.5 | · | -18.4 | 5.6 | 16.6 | -2.8 | 4.9 | 4.7 | 8.1 | -5.3
O=C1C(=O)N(CC2CCCO2)C(c2ccco2)/C1=C(/O)c1ccc(F)cc1 (stereo not drawn) | -7.0 | -13.8 | 2.8 | 7.8 | -1.0 | 0.9 | -19.8 | -1.9 | -0.2 | -2.7 | -1.3
COc1ccc(CNC(=O)C2CCN(C(=O)c3ccccc3)CC2)cc1 | -21.6 | -13.8 | 8.3 | 7.8 | 1.9 | -8.3 | 19.7 | -7.9 | -7.6 | 12.2 | 3.4
Cc1cc(C)n(-c2nc3ccccc3c(=O)n2OCC#N)n1 | -12.3 | -9.7 | -4.0 | 33.8 | 7.0 | -33.5 | -14.5 | 1.5 | -56.0 | 3.1 | -21.8
